CSN deneddyl inh – inhibitors of human CSN-mediated cullin deneddylation; Q92905; Purified CSN, SCF-Nedd8-OG deneddylation, fluorescence polarization; inhibition, % at 12.5 µM; 360,000 tested, 0.38% active; AID 651999;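 active = pattern-corrected inhibition above about 35%, with an unprinted fluorescence ratio check between 0.5 and 1.5, limit read from the data, passing the limit was not always enough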;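 note: 0% = enzyme with substrate and 100% = substrate without enzyme; some results filed as inactive read as strong as hits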
Target sequence (Q92905 whole entry, looked up, one chain of several): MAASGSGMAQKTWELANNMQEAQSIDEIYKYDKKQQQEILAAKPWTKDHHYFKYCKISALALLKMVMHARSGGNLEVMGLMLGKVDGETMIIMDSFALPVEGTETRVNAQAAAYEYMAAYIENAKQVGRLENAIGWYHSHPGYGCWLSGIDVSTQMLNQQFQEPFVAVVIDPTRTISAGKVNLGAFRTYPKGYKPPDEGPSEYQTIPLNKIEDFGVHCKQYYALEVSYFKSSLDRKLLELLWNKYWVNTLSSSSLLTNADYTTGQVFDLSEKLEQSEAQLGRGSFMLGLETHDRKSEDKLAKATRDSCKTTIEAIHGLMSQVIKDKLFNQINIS
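test system = HEK293T-derived human Csn5 enzyme | amount = 0.24 nM Csn5 enzyme, final concentration | medium = Tris/NaCl/DTT buffer, pH 7.5 | schedule = 90 min reaction at room temperature | signal = FP | evaluation = inhibition of Csn5 cleavage, % | compound dosing = single dose of 12.5 µM compound with 0.25% DMSO | probe or stimulus = 10 nM SCFSkp2-Nedd8OG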
Neddyl block – blocks human cullin neddylation; P61081+Q13564; TR-FRET cullin neddylation, biochemical; calls only at 25 µM; 360,000 tested, 0.58% active; in the data active = inhibition above about 36%
Target sequence (P61081 whole entry, looked up): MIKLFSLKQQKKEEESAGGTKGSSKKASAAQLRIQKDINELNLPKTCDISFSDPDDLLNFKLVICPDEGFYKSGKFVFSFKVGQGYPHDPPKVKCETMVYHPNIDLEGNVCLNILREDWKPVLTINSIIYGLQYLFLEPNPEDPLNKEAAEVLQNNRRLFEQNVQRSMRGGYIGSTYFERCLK
Target sequence (Q13564 whole entry, looked up): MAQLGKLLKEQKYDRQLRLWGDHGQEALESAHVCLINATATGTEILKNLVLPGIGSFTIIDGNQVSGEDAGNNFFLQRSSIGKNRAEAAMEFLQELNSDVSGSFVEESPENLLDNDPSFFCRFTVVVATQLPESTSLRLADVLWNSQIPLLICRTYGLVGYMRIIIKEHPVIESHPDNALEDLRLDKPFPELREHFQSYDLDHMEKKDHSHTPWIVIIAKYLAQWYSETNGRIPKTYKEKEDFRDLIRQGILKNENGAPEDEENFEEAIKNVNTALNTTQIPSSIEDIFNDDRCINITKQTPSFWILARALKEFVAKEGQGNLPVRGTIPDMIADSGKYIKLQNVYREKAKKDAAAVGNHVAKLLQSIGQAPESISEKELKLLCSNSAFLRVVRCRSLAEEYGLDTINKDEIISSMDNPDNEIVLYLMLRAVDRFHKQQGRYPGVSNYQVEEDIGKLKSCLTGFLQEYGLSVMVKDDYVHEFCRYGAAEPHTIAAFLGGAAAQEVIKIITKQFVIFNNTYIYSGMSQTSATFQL
FAS TE block – blocks the thioesterase domain of human fatty acid synthase; P49327; recombinant FAS-TE, OMFH fluorogenic substrate, fluorescence endpoint; inhibition, % at 15 µM; 360,000 tested, 0.67% active;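 active = compounds whose normalised, plate-corrected inhibition of enzyme fluorescence in the single-dose primary screen is 50% or more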;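 note: 0% = DMSO with enzyme and 100% = substrate without enzyme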
Rpn11 block – Rpn11 (human) deubiquitinase inhibition | O00487 | human 26S proteasome, Ub4-pepOG fluorescence polarization; 20S core pre-blocked with epoxomicin | calls only at 20 µM | 360,000 tested, 0.59% active | AID 588493;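 active = inhibition at 20 µM, scaled to each plate's controls, above about 33%, limit read from the data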
NadD block – blocks S. aureus nicotinate mononucleotide adenylyltransferase; purified NadD enzyme, colorimetric absorbance read-out; inhibition, % at 20 µM; 360,000 tested, 0.78% active; AID 602399; in the data active = inhibition above about 26%; note: some compounds past the cut are filed as inactive
SKN-1 block – C. elegans SKN-1 inhibition. C. elegans VP596 Pgst-4::GFP/RFP ratio, acrylamide-induced, 24 h. inhibition, % at 21.8 µM. AID 624304. 360,000 tested, 0.49% active;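 active = interference check ratio from 0.5 to 1.5 plus GFP to RFP signal ratio inhibition reaching or exceeding a fixed threshold, cut at about 30% in these data, passing the limit was not always enough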; note: some compounds called inactive have numbers as strong as hits
MT1-MMP act inh – MT1-MMP (human) activation inhibition; P50281; HT1080 RFP-PRO-GFP cells, GFP/RFP ratio fluorescence, overnight; percent of plate control window, DMSO zero; 360,000 tested, 0.061% active; GFP/RFP ratio change, % at 20 µM;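 active = GFP/RFP ratio change of at least 30% with cell ATP level not reduced by more than half and red fluorescence within 50% of control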; note: strong numbers were not always called active
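Assay system: RFP-PRO-GFP reporter HT1080 cells; read-out basis: GFP/RFP fluorescence ratio; benchmarks: DMSO wells and RFP-L50D-GFP cells; doses: 20 µM single dose, 1% DMSO; schedule: overnight cell settling, then overnight compound exposure, 37 °C, 5% CO2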
Rin1 Abl inh – human Rin1-Abl interaction inhibition; P00519+Q13671; TR-FRET Rin1/Abl binding, biochemical; inhibition, % at 7.35 µM; 360,000 tested, 0.4% active; AID 588664; in the data active = inhibition above about 5%, passing the limit was not always enough
PABP1 MLLE inh – inhibitors of microRNA-mediated deadenylation, human PABP1 MLLE binding | P11940 | GST-MLLE / FITC-PAM2 fluorescence polarization | 360,000 tested, 0.36% active | inhibition, % at 20 µM | AID 588489; in the data active = inhibition above about 35%, passing the limit was not always enough;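 note: plate controls were DMSO wells with GST-MLLE for no effect and wells lacking GST-MLLE protein for full effect; some results filed as inactive read as strong as hits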
* marks the source's active call; other numbers are inactive results; i = inactive. The order is random; any-hit rate near 3.9%.

The opening 5 entries, to show the layout:
SMILES	CSN deneddyl inh	Neddyl block	FAS TE block	Rpn11 block	NadD block	SKN-1 block	MT1-MMP act inh	Rin1 Abl inh	PABP1 MLLE inh
CCOc1ccc(NC(=S)NCc2ccc3[nH]c(C)cc3c2)cc1	-5	i	-8	i	23	15	2	3	-43
COCC(C)NC(=O)CSc1nc2ccccc2c(=O)n1CCc1ccc(S(N)(=O)=O)cc1 (configuration not stated)	4	i	-2	i	-1	-1	-4	-5	-60
COc1ccc(Cl)cc1S(=O)(=O)NC1CC(C)(C)NC(C)(C)C1	-7	i	-5	i	-1	-6	1	3	17
Nc1cc2c(cc1C(=O)c1ccccc1F)OCCO2	-4	i	-2	i	1	3	0	-5	2
CCCCN(C(C)=O)c1c(CC)nc2ccc(C(=O)NCCc3ccccn3)cn12	-6	i	-8	i	0	11	-1	2	-4

All compounds of this part, repeating the preview:
SMILES	CSN deneddyl inh	Neddyl block	FAS TE block	Rpn11 block	NadD block	SKN-1 block	MT1-MMP act inh	Rin1 Abl inh	PABP1 MLLE inh
CCOc1ccc(NC(=S)NCc2ccc3[nH]c(C)cc3c2)cc1	-5	i	-8	i	23	15	2	3	-43
COCC(C)NC(=O)CSc1nc2ccccc2c(=O)n1CCc1ccc(S(N)(=O)=O)cc1 (configuration not stated)	4	i	-2	i	-1	-1	-4	-5	-60
COc1ccc(Cl)cc1S(=O)(=O)NC1CC(C)(C)NC(C)(C)C1	-7	i	-5	i	-1	-6	1	3	17
Nc1cc2c(cc1C(=O)c1ccccc1F)OCCO2	-4	i	-2	i	1	3	0	-5	2
CCCCN(C(C)=O)c1c(CC)nc2ccc(C(=O)NCCc3ccccn3)cn12	-6	i	-8	i	0	11	-1	2	-4
CCOc1ccc(CN(C)CC(=O)Nc2ccc3c(c2)CCC3)cc1OC	1	i	5	i	0	5	4	2	1
CC1(C(=O)Nc2cccc(C#N)c2)CCN1C(=O)c1ccccc1CCc1ccccc1 (configuration not stated)	2	i	33	i	-4	29	-3	-4	-3
O=C(Nc1ccc2c(c1)OCO2)C1CCCN(S(=O)(=O)Cc2ccccc2)C1 (configuration not stated)	-4	i	-2	i	-5	-4	5	3	-5
O=C(CSc1nc2ccccc2[nH]1)Nc1ccccc1F	4	i	-9	i	0	-1	-5	6	-2
CC(=O)Nc1nnc(CCS(=O)(=O)c2ccc(C)c(C)c2)s1	-1	i	-10	i	3	-4	-1	-1	3
Cc1cc2oc(=O)cc(COC(=O)c3n[nH]c4ccccc34)c2cc1C	-2	i	-13	i	17	-22	-8	-12	7
CC(=NNC(=O)c1ccncc1)c1ccccc1O	2	i	-3	i	5	4	-6	1	2
O=C(CCCCC(=O)OC1CCCCC1)OC1CCCCC1	-2	i	31	i	1	6	-2	3	2
Cn1c(-c2cc3ccc(OC(=O)C(C)(C)C)cc3oc2=O)nc2ccccc21	1	i	6	i	-2	5	-7	-5	3
COc1cc(/C=C2/C(=N)N3N=C(CC(=O)N4CCOCC4)SC3=NC2=O)ccc1OCc1ccccc1F	1	i	-7	i	4	-19	-1	3	-36
COc1cccc(-c2nc(CS(=O)CC(=O)NCc3ccc(F)cc3)c(C)o2)c1 (configuration not stated)	2	i	-8	i	-6	-12	-2	1	18
CCOC(=O)C1(C)CCN1C(=O)c1ccc(SC(F)(F)F)cc1 (configuration not stated)	3	i	-2	i	-2	-3	1	3	-3
COc1ccc(OCC(O)CNC(=O)c2c(-c3ccccc3)noc2C)cc1 (configuration not stated)	6	i	0	i	-3	-10	-1	-1	-15
COc1ccc(-c2cn(-c3ccc(Br)cc3)c3[n+]2CCS3)cc1	-9	i	-8	i	3	6	-8	0	-3
CC(=O)Nc1sc(C)c(C)c1C(=O)OCC(=O)NCc1ccccc1	-5	i	-2	i	-5	-14	-1	2	17
OC1(c2cccc(C(F)(F)F)c2)CCN(c2ccc(-c3ccccc3)nn2)CC1	1	i	-4	i	3	9	3	2	-1
CCOC(=O)c1n[nH]c(=O)c2ccccc12	-4	i	-4	i	-5	3	3	0	-7
COc1cccc(CN(c2ccccc2C(=O)O)S(=O)(=O)c2ccc(C)cc2)c1	-5	i	-6	i	1	3	-1	2	-10
Cc1nc([N+](=O)[O-])nn1C12CC3CC(CC(Br)(C3)C1)C2	0	i	-2	i	1	4	-1	3	39*
COc1ccc2cc(CCl)c(Cl)nc2c1	6	i	3	i	-5	3	0	1	-17
O=[N+]([O-])c1ccc(C=Nc2ccc(Cl)c([N+](=O)[O-])c2)s1	4	i	-10	i	8	16	0	0	-2
Cc1c(NC(=O)c2ccc(CN3CCc4ccccc4C3)cc2)c(=O)n(-c2ccccc2)n1C	-2	i	-2	i	2	16	5	2	-4
COc1cc2c(cc1OC)C(C)N(C(=O)c1cc3c(C)cc(C)cc3[nH]1)CC2 (configuration not stated)	4	i	23	i	-1	-3	-16	0	-2
O=C(NCCS(=O)(=O)c1ccc(Cl)cc1)c1ccc(F)cc1	-5	i	-3	i	-4	-7	2	0	1
COc1ccc(NC(=S)NCCc2ccccc2OC)c(OC)c1	3	i	-4	i	1	-5	3	-1	-6
CCOc1cc2[nH]c(=S)n(CCC(=O)NC3CCCCC3)c(=O)c2cc1OCC	0	i	-12	i	-2	8	-1	3	-104
Cc1ccc(N2C(=O)c3ccccc3C2C(=O)c2ccc(C)c(C)c2O)cc1 (configuration not stated)	-1	i	28	i	2	9	0	1	3
O=C(c1ccc(S(=O)(=O)N2CCCCC2)cc1)N(c1ccccn1)C1CCCCC1	1	i	2	i	-7	-8	2	-2	12
COc1ccc2nc(-c3ccccc3)nc(SC)c2c1	-1	i	24	i	-3	5	-1	-5	-8
COc1ccc(-c2nnn3c2nc(NCc2ccccc2)c2ccccc23)cc1	5	i	-8	i	5	11	-2	-2	-9
CCc1oc2ccccc2c1C(=O)CCN1CCCCC1	-1	i	-6	i	-1	5	2	-4	0
CCCNC(=O)c1onc(CSc2ccccc2)c1C(=O)NCCC	-7	i	-1	i	-11	-12	4	2	7
Cc1cc(C(F)F)n2nc(C(=O)Nc3cc(C)on3)nc2n1	0	i	-8	i	-3	2	-2	0	-2
O=C(O)CCn1cc(/C=N/O)c(-c2cccc([N+](=O)[O-])c2)n1	-9	i	-2	i	-1	9	1	5	15
Cc1ccc(C)c(N2CCN(C(=O)CN3C(=S)NC(C)(C)CC3C)CC2)c1 (configuration not stated)	6	i	-2	i	3	-3	3	-1	-77
COc1ccc(CCNC(=O)CCNS(=O)(=O)c2cccc(Cl)c2)cc1OC	2	i	-6	i	-9	-13	-2	-1	2
COc1ccccc1N1CCN(C(=O)c2ccc3[nH]c(C)c(C)c3c2)CC1	-6	i	0	i	3	18	0	2	-17
CCOc1ccccc1CN1CCN(CC2CC2)CC1CCO (configuration not stated)	2	i	-4	i	-6	-14	-1	-1	10
Cc1nc(-c2ccccc2)nc(Cl)c1Cl	-17	i	12	i	5	-2	-1	2	7
O=C(CSc1nnc(CNC(=O)c2cccc(C(F)(F)F)c2)o1)NCc1ccco1	3	i	-9	i	-6	0	-2	2	-16
CCCC(=O)NCCCc1nc2ccccc2n1C(C)C	-2	i	-7	i	4	-12	7	0	7
C=CCn1c(COc2ccccc2)nnc1SCC(=O)Nc1ccc2c(c1)OCCO2	6	i	5	i	-5	-3	-3	3	-6
O=C1/C(=C/c2ccccn2)SC(=S)N1N1CCOCC1	2	i	-5	i	0	19	-1	-1	0
CCCN1C(=O)C2C(C(=O)Nc3cccc(OC)c3)C3C=CC2(O3)C1C(=O)NC1CCCCC1 (configuration not stated)	-2	i	-3	i	5	-5	3	0	2
COc1ccc([C@H]2CC(=O)C=C(c3ccccc3C(F)(F)F)C2)cc1	-4	i	35	i	2	8	1	-1	6
Other entries:
SMILES	CSN deneddyl inh	Neddyl block	FAS TE block	Rpn11 block	NadD block	SKN-1 block	MT1-MMP act inh	Rin1 Abl inh	PABP1 MLLE inh
CC(C)n1c2ccccc2c2cc([N+](=O)[O-])ccc21	-2	i	6	i	1	11	-3	-3	5
O=C(Cn1nc(C(F)(F)F)c2c1CCC2)NC1CCCCC1	3	i	-2	i	-2	6	3	8	3
CCOc1ccc(NC(=O)c2cc3c(=O)n(C)c4ccccc4c3n2C)cc1	0	i	10	i	0	3	8	0	7
CCOc1nc(Nc2ccc(OC)cc2)nc(OCC)n1	9	i	-13	i	-2	1	11	9.2*	1
CCn1c(-c2ccccc2)c(C(=O)CCl)c2ccccc21	17	i	23	i	-12	8	-13	-1	-13
COCCCn1c(SCC(=O)Nc2cccc(C(=O)OC)c2)nnc1-c1ccncc1	-8	i	-6	i	1	4	0	3	0
O=C(Nc1ccc(Oc2cccc(C(F)(F)F)c2)nc1)c1ccco1	5	i	7	i	-9	-11	-2	1	-3
CC1(C(=O)Nc2cnc3ccccc3c2)CCN1C(=O)C/C=C/c1ccccc1 (configuration not stated)	1	i	2	i	2	4	-3	1	-3
CCS(=O)(=O)N1CCN(c2ccccc2)CC1	-5	i	-4	i	-10	1	-4	1	12
CN1C(=O)CC(N2CCN(c3ccc(Cl)cc3)CC2)C1=O (configuration not stated)	-9	i	-8	i	-9	12	-1	0	-4
CCOC(=O)C1=C(N)N(c2ccccc2)C(=O)C1	0	i	-4	i	0	10	-2	-4	21
COc1ccc(-c2[nH]ncc2CN(C)Cc2cccnc2)c(OC)c1	0	i	-5	i	-1	4	0	0	2
O=S(=O)(c1ccccc1)n1cc(-c2ccccn2)c(N2CCOCC2)n1	5	i	-6	i	-6	-2	3	-5	-8
c1ccc(C2Nc3ccccc3Oc3ccccc32)cc1 (configuration not stated)	4	i	26	i	0	15	-7	2	-2
CC1CCCN(C(=O)c2ccc3c(=O)n4nc(Nc5ccccc5)sc4nc3c2)C1 (configuration not stated)	3	i	17	i	15	-9	3	-2	-4
Cc1ccc(SCc2cn3cc(Cl)ccc3n2)cc1	4	i	16	i	0	26	-2	2	13
Cc1n[nH]c(=O)c2c(NC(=O)CSc3nn(-c4ccc(F)cc4)c(=S)s3)oc(C)c12	1	i	-77	i	9	17	-6	-3	29
CC(C)OC(=O)CSc1ncnc2c1cnn2-c1ccccc1	3	i	34	i	-5	-4	1	-6	-12
CCOC(=O)c1[nH]c(C)c(C(=O)Nc2ccc3c(c2)OCCO3)c1C	-4	i	-3	i	6	1	3	0	-4
Cc1cccc(NC(=O)CN2CCN(C(=O)CN3C(=O)NC4(CC(C)CC(C)(C)C4)C3=O)CC2)c1C (configuration not stated)	-3	i	-4	i	10	-15	1	-1	-5
Cc1ccc(OCCNC(=O)CNC(=O)c2ccc(C)cc2)cc1	0	i	-6	i	-2	-3	-3	1	-2
COc1ccc(CNCCC(c2ccc(OC)cc2)c2ccccc2OC)cc1 (configuration not stated)	-2	i	-6	i	3	38*	-4	0	-3
COc1ccc(/C=N/OCC(=O)N(Cc2ccc(OC)cc2)c2ccccc2C(=O)O)cc1	0	i	-8	i	5	-5	-3	-1	10
Cc1nc(S(=O)(=O)N(C)Cc2ccccc2)c(C#N)c(C)c1Cl	1	i	43	i	-2	2	-2	1	13
CCN(CC)S(=O)(=O)c1ccc(NCc2ccccn2)nc1	2	i	-8	i	-1	-10	2	1	5
O=C(NCC(c1cccs1)N1CCOCC1)c1ccc(Cl)nc1 (configuration not stated)	-3	i	-4	i	-2	11	-1	5	-12

Source: PubChem BioAssay
